Mcl1-Bid inh: disrupts binding of human Mcl-1 to Bid peptide; AID 1021; TR-FRET Mcl-1/Bid-Dy647 peptide binding, 1536-well; 220,000 compounds, 0.97% hits; Q07820; inhibition, % at 21.7 µM;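 active = compounds that cut the binding signal by more than half at the single screening dose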;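 note: His-tagged Mcl-1 with europium anti-His antibody binding Bid BH3 peptide; 0% = Mcl-1 plus peptide wells and 100% = peptide-only wells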
Target sequence (Q07820 whole entry, looked up): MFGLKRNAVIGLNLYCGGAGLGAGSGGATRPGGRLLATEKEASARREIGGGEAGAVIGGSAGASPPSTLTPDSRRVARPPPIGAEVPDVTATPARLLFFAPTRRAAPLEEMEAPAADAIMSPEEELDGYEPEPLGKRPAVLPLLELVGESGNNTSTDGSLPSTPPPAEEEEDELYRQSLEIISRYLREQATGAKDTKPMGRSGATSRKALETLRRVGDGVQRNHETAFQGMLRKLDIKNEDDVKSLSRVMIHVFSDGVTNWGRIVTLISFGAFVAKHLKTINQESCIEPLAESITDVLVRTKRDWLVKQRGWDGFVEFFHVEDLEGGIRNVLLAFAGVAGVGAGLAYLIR
Mcl1-Noxa inh: disrupts binding of human Mcl-1 to Noxa peptide; TR-FRET Mcl-1/Noxa peptide binding, 2 h; inhibition, % at 21.7 µM; 220,000 compounds, 1.5% hits; AID 1022;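 active = compounds that cut the protein-peptide binding signal by more than 50% relative to plate controls in a single-dose test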;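 note: His-tagged Mcl-1 with rhodamine Noxa BH3 peptide and terbium anti-His antibody; 0% = Mcl-1 plus Noxa peptide wells and 100% = peptide-only wells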
Bim-Bcl-XL: inhibitors of Bim-Bcl-XL interaction, human | Q07817 | Bim peptide-Bcl-XL binding, bead flow cytometry, fluorescence | inhibition, % at 10 µM | 190,000 compounds, 0.04% hits | AID 1007
Target sequence (Q07817 whole entry, looked up): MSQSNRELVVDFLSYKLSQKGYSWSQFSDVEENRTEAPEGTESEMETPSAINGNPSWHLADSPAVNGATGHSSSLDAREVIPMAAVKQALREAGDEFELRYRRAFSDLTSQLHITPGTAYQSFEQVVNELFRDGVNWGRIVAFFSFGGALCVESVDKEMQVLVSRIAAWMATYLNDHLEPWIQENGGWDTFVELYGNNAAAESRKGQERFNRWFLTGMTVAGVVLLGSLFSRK
Bim-Bcl-W: disrupts Bim peptide binding to human Bcl-W; 190,000 compounds, 0.02% hits; Q92843; AID 952; inhibition, % at 10 µM; bead-based flow cytometry;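 note: 0% = bound tracer without compound and 100% = peptide blocker; higher means less fluorescent Bim peptide bound to Bcl-W beads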
Target sequence (Q92843 whole entry, looked up): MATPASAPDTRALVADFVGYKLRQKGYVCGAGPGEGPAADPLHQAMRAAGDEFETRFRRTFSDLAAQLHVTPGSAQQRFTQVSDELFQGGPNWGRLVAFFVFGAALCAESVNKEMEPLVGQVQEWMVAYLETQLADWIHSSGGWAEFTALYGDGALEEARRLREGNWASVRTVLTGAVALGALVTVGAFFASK
RGS4-Gao reg: modulates binding of RGS4 to human Galphao. P09471. Multiplexed bead flow cytometry; actives lie on both sides. binding response (% of control), % at 10 µM. 220,000 compounds, 0.33% hits; in the data active = binding response below about 49% or above about 150%; inactive = in between;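 note: fluorescent Galphao activated with aluminum fluoride binding bead-coupled RGS4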
Bim-Bcl-2: inhibitors of Bim-Bcl-2 interaction, human; P10415; Bead-based flow cytometry, Bim peptide-Bcl-2 binding; inhibition, % at 10 µM; 190,000 compounds, 0.06% hits; AID 950; in the data active = inhibition above about 40%; inconclusive = no clear call, values can overlap the other calls;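 note: 0% = no compound wells with probe peptide and 100% = reference peptide inhibitor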
Target sequence (P10415 whole entry, looked up): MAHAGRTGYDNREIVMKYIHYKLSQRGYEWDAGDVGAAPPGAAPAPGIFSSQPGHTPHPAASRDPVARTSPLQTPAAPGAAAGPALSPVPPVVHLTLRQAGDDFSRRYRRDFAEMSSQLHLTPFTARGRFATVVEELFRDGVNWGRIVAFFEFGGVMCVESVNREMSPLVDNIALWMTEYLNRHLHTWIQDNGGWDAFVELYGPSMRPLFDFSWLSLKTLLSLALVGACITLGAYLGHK
RGS7-Gao: regulators of human RGS7-Galphao interaction; Multiplexed bead flow cytometry, RGS7-Galphao binding; actives lie on both sides; binding response (% of control), % at 10 µM; 220,000 compounds, 0.35% hits; AID 1439; in the data active = binding response below about 49% or above about 150%; inconclusive = no clear call, values can overlap the other calls; inactive = in between;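 note: fluorescent Galphao held in activated GDP-AlF4 state binding bead-coupled RGS7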
Bfl-1 Bim block: human Bim-Bfl-1 interaction inhibition; Q16548; Bead-based flow cytometry, Bim-Bfl-1 binding inhibition; inhibition, % at 10 µM; 190,000 compounds, 0.12% hits; AID 1008;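 note: 0% = wells without compound plus tracer and 100% = blocker peptide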
RGS8-Gao reg: human RGS8-Galphao interaction regulation; multiplexed bead flow cytometry, RGS8-Galphao binding; actives lie on both sides; response (percent of control binding), % at 10 µM; 220,000 compounds, 0.34% hits; AID 1423; in the data active = response below about 60% or above about 140%; inactive = in between;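 note: Galphao activated as the GDP aluminium fluoride complex binding bead-coupled RGS8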
Bcl-B Bim block: inhibitors of Bim-Bcl-B interaction, human; bead-based flow cytometry, Bim peptide-Bcl-B binding; inhibition, % at 10 µM; 190,000 compounds, 0.073% hits; AID 951;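 note: 0% = tracer peptide without compound and 100% = reference inhibitor peptide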
Bim-Mcl-1: inhibitors of Bim-Mcl-1 interaction, human; Q07820; Bead-based flow cytometry, Bim peptide-Mcl-1 binding; inhibition, % at 10 µM; 190,000 compounds, 0.1% hits;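 note: 0% = no compound tracer wells and 100% = peptide blocker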
Numbers without * were called inactive; ? = inconclusive; . = not tested or not shown. Cut-off read from the data, not from the text of the source, unless noted: active = inhibition above about 40%. No enrichment for hits; any-hit rate near 2.7%.

Mcl1-Bid inh,Mcl1-Noxa inh,Bim-Bcl-XL,Bim-Bcl-W,RGS4-Gao reg,Bim-Bcl-2,RGS7-Gao,Bfl-1 Bim block,RGS8-Gao reg,Compound,Bcl-B Bim block,Bim-Mcl-1
-31,12,-16,0,103,-6,103,-11,101,CCCCNC(=O)COC(=O)CCC(=O)c1ccc(F)cc1,-3,-4
-62,20,1,-1,106,-3,106,-2,104,Cc1ccc(C)n1CCN1CCN(C(=O)CSc2nc3ccccc3nc2N2CCOCC2)CC1,0,0
-7,13,-5,-1,101,-7,103,-15,103,COc1ccccc1N1CCN(C(=O)CSc2nc3ncnc(N)c3[nH]2)CC1,-5,-3
-15,-7,-5,-4,100,-1,100,-5,105,Cc1ccc(C(=O)OCC(=O)c2ccc[nH]2)s1,-5,-2
-32,16,1,-2,99,0,99,1,101,CCOc1ccc(N2C(=O)CC(NCc3ccc(F)cc3)C2=O)cc1 (centres undefined),0,0
-16,-3,0,0,95,0,100,1,100,CC1CCCC(C)N1C(=O)CSc1nnc(C2CCCCC2)o1 (centres undefined),-4,0
-8,0,-3,-3,86,-6,102,-6,98,O=C(CCCc1nc2ccccc2s1)NCc1cccnc1,-3,-4
-13,-13,1,3,98,1,102,-5,99,C/C(CC(=O)NC12CC3CC(CC(C3)C1)C2)=N\NC(=O)c1cnccn1,-3,1
2,10,-8,-3,100,-15,101,-20,97,CC1CCN(S(=O)(=O)c2cn(CC(=O)N3CCN(C)CC3)c(=O)c3ccccc23)CC1,-10,-5
-38,2,-3,0,96,-5,96,-11,100,O=C(NC1CCCCC1)C(c1ccccc1)N1CCc2ccccc21 (centres undefined),-6,-2
-58,-7,-6,-2,97,-11,98,-7,99,Cc1[nH]n(-c2ccccc2)c(=O)c1/C=N/NC(=O)COc1ccccc1[N+](=O)[O-],-8,0
-1,3,-5,-3,100,-1,102,-1,98,CCc1c(C)sc(NC(NC(C)=O)(C(=O)OC)C(F)(F)F)c1C#N (centres undefined),-4,-3
-69,-2,-1,3,101,-1,101,-10,101,Cc1ccc(NCc2nnc(SC(C)C(=O)N/N=C/c3ccc(C)o3)n2-c2ccccc2)cc1 (centres undefined),-3,2
-22,-1,1,-2,106,0,112,-5,103,CCOCCCNC(=O)c1ccc2c(c1)N=C(CC)c1cc(Br)ccc1S2,-3,0
-14,3,0,-1,98,0,97,0,104,NS(=O)(=O)c1ccc(-c2ccc(C=NC3CCS(=O)(=O)C3)o2)cc1 (centres undefined),1,0
-14,23,-3,-3,105,-12,83,-28,105,Cc1ccnc(NS(=O)(=O)c2ccc(N3C(=O)c4c(Cl)c(Cl)c(Cl)c(Cl)c4C3=O)cc2)n1,-6,1
-40,1,-5,-7,96,-6,99,-2,97,O=C(NCCN1C(=O)S/C(=C\c2ccccc2)C1=O)c1cc(S(=O)(=O)N2CCOCC2)c(Cl)cc1Cl,-8,-4
-6,-11,-2,0,110,3,105,2,101,Nc1nc(SCc2ccccc2Cl)nc2nc3c(cc12)CCCC3,2,-3
-22,6,6,-1,125,-2,114,1,132,CCCN1CCN(CCCNC(=O)Cn2nc(-c3ccc(Cl)cc3)ccc2=O)CC1,2,-1
-4,10,0,1,100,3,106,4,98,Cc1ccc(C(=O)NC(C#N)=C(Cl)Cl)cc1,-2,3
2,9,0,-5,106,0,101,-4,105,COc1ccc(C)cc1NC(=O)CSc1nnc(CC(=O)Nc2ccccc2F)n1C,-1,-3
-23,20,15,14,99,45*,100,36,104,CCCCCCc1cc2cc(C(=O)Nc3ccccc3)c(=O)oc2cc1O,50*,12
-9,-7,-6,0,106,-1,103,-12,102,CCOc1ccccc1NC(=O)c1ccc(S(=O)(=O)N(C)C)cc1,-7,-4
1,11,-2,-1,97,-5,97,-1,81,O=C(COC(=O)c1cccc2ccccc12)NCCCc1ccccc1,-4,-1
-20,3,-2,-3,97,-2,97,0,103,CC(=O)OCC1OC(OC(C)=O)C(NC(=O)c2cccnc2)C(OC(C)=O)C1OC(C)=O (centres undefined),-3,-2
-21,4,-5,-3,100,-4,114,-5,99,CN(c1ccc(C(=O)Nc2ccc(Cl)cn2)cc1)S(=O)(=O)c1ccccc1,-4,4
-127,-6,.,.,96,.,?,.,98,Cc1c(NCc2ccccc2O)c(=O)n(-c2ccccc2)n1C,.,.
-20,0,0,0,99,1,98,-1,99,O=C(O)C1C2C=CC(C2)C1C(=O)Nc1ccc(C(=O)N2CCCCC2)cc1 (centres undefined),2,0
-106,-20,.,.,116,.,?,.,102,Cc1c(NC(=S)N/N=C/c2cc([N+](=O)[O-])ccc2O)c(=O)n(-c2ccccc2)n1C,.,.
-25,-24,1,0,81,-7,84,0,92,O=C(Nc1ccccc1)c1sc2cc(C(F)(F)F)cnc2c1-c1cccs1,-2,0
-13,11,.,.,104,.,?,.,104,Cn1ccnc1/C(=N\NC(=O)c1ccc(O)cc1)c1cccc([N+](=O)[O-])c1,.,.
-7,17,-6,-2,103,-3,100,2,104,Cc1cccc(C)c1NC(=S)/C(=C(\[O-])c1cccs1)[n+]1ccccc1,-7,-2
-6,16,0,-4,83,-5,84,-5,84,c1ccc(Cn2ncc3c(NCc4ccco4)ncnc32)cc1,-4,-2
4,17,0,0,97,-1,99,0,100,Cc1nn(Cc2ccc([N+](=O)[O-])cc2)c(=O)n1-c1cccc(F)c1,0,-2
-54,-6,2,5,95,6,96,5,94,CCn1nc(C)c(NC(=O)/C=C/c2cnn(C)c2C)c1C,3,7
-14,5,-7,-1,100,-10,99,-9,103,CC(C)C(NC(=S)NCc1ccccc1)C(=O)O (centres undefined),-10,-1
-4,14,-2,0,87,3,89,5,70,Cc1ccc(N(Cc2ccc([N+](=O)[O-])cc2)C(=O)c2ccco2)cc1C,-1,-1
-45,-1,1,2,112,2,116,3,129,CCC[C@@H](NS(=O)(=O)c1ccc(C)cc1)C(=O)Oc1ccc2c3c(c(=O)oc2c1)CCC3,2,0
-28,6,9,10,105,4,101,5,95,C=CCSc1nnc(Cc2c(C)[nH]c3ccccc23)o1,8,7
-17,6,-6,-6,99,-6,101,-8,98,CCOC(=O)Cn1nc(-c2ccc(C)cc2)c2ccccc2c1=O,-8,-6
-10,2,.,.,70,.,?,.,85,COc1ccc(OC)c(N/C(=N/C(=S)Nc2ccccc2)Nc2nc(C)cc(C)n2)c1,.,.
-4,43,-6,-1,103,-3,97,-3,97,O=C(CNC(=O)c1ccco1)N/N=C/c1ccc(O)c([N+](=O)[O-])c1,0,-6
-44,22,-3,-2,97,-2,103,-4,98,O=C(O)c1ccc(N=c2oc3cc(O)ccc3cc2C(=O)NCc2ccccc2)cc1,-5,5
-26,13,-10,-7,100,-15,99,-24,98,O=C(NCc1ccc(F)cc1)C(c1cccs1)N(C(=O)c1csnn1)C1CC1 (centres undefined),-10,-8
-7,-12,-4,-2,105,-8,102,-16,103,CCOc1ccc(OCC)c(NC(=O)CN(c2ccc(C)cc2)S(=O)(=O)c2c(C)noc2C)c1,-11,-3
12,43,-3,0,97,-1,96,-4,95,CN1C(=O)C2C(c3ccc(N(C)C)cc3)=NN(Cc3ccccc3)C2C1=O (centres undefined),-7,-1
-28,4,-11,-3,102,-22,103,-12,103,CCCCCN1CSC(=S)N(Cc2ccccc2)C1,-14,-3
-27,10,-2,-1,103,-5,103,-10,102,CCn1c(SCC(=O)NNC(=O)Cc2ccccc2)nnc1-c1ccncc1,-7,-4
-38,24,-6,1,82,0,81,6,79,CCN(CC)c1ccc(/C=N/NC(=O)c2cccc(S(=O)(=O)Nc3ccccc3OC)c2)c(O)c1,-5,-2
7,16,8,4,97,7,100,9,98,N#C/C(=N\Nc1ccc(Cl)cc1)C(=O)c1ccccc1,4,5

Later entries.
Mcl1-Bid inh,Mcl1-Noxa inh,Bim-Bcl-XL,Bim-Bcl-W,RGS4-Gao reg,Bim-Bcl-2,RGS7-Gao,Bfl-1 Bim block,RGS8-Gao reg,Compound,Bcl-B Bim block,Bim-Mcl-1
-1,-6,0,2,96,-1,95,1,100,COc1cc(C(=O)Nc2ccc3c(c2)OCCO3)c(-n2cnnn2)cc1OC,5,1
-48,3,.,.,99,.,?,.,99,O=C1CN(C(=O)c2ccc(Cl)c(S(=O)(=O)N3CCc4ccccc43)c2)c2ccccc2N1,.,.
-33,2,-2,0,100,0,105,-2,103,O=C1OCC2=C1C(c1ccccc1)CC(=O)N2c1cccc(F)c1 (centres undefined),-4,5
-80,0,.,.,102,.,?,.,101,O=C1CCCC2=C1Sc1ccc(Cl)cc1N2,.,.
-24,-5,-6,-4,104,-2,102,-2,104,Cc1cccc(C)c1NC(=O)COC(=O)C1Cc2ccccc2CN1C(=O)c1ccccc1 (centres undefined),-7,-5
-19,4,1,0,91,-7,93,-10,99,CCc1ccc2c(CN3CCN(S(=O)(=O)c4ccc5c(c4)OCCO5)CC3)cc(=O)oc2c1,-4,0
-3,1,0,3,100,-5,102,-10,103,COc1cc(C(=O)Nc2cccc(-c3nc4ccccc4o3)c2C)cc(OC)c1OC,-8,-2
-38,-4,-2,1,95,-4,94,-7,98,c1coc(CNc2c3c(nc4ncnn24)CCC3)c1,-3,4
-20,17,-6,1,104,-5,97,-10,102,CCCCC(=O)NCCNc1nc2c(c(=O)n(C)c(=O)n2C)n1Cc1ccccc1,-5,0
-12,16,-8,-4,100,-2,97,-2,97,N/C(=N\OC(=O)CCCOc1ccccc1)c1ccc([N+](=O)[O-])cc1,-4,0

Gathered by group: those above containing a thiophene ring, fused or not (5)
Mcl1-Bid inh,Mcl1-Noxa inh,Bim-Bcl-XL,Bim-Bcl-W,RGS4-Gao reg,Bim-Bcl-2,RGS7-Gao,Bfl-1 Bim block,RGS8-Gao reg,Compound,Bcl-B Bim block,Bim-Mcl-1
-15,-7,-5,-4,100,-1,100,-5,105,Cc1ccc(C(=O)OCC(=O)c2ccc[nH]2)s1,-5,-2
-1,3,-5,-3,100,-1,102,-1,98,CCc1c(C)sc(NC(NC(C)=O)(C(=O)OC)C(F)(F)F)c1C#N (centres undefined),-4,-3
-25,-24,1,0,81,-7,84,0,92,O=C(Nc1ccccc1)c1sc2cc(C(F)(F)F)cnc2c1-c1cccs1,-2,0
-7,17,-6,-2,103,-3,100,2,104,Cc1cccc(C)c1NC(=S)/C(=C(\[O-])c1cccs1)[n+]1ccccc1,-7,-2
-26,13,-10,-7,100,-15,99,-24,98,O=C(NCc1ccc(F)cc1)C(c1cccs1)N(C(=O)c1csnn1)C1CC1 (centres undefined),-10,-8

(listing goes on)
Mcl1-Bid inh,Mcl1-Noxa inh,Bim-Bcl-XL,Bim-Bcl-W,RGS4-Gao reg,Bim-Bcl-2,RGS7-Gao,Bfl-1 Bim block,RGS8-Gao reg,Compound,Bcl-B Bim block,Bim-Mcl-1
-12,7,.,.,106,.,?,.,103,Cc1nnc(NC(=O)CCC(=O)N2CCN(CCOc3cccc4ccccc34)CC2)s1,.,.
-34,11,-2,0,107,0,102,0,103,Cc1ccc(N(CC(=O)NN=C2CCN(C)CC2)S(=O)(=O)c2ccccc2)c(C)c1,-1,-1
25,16,0,-4,98,-3,92,-5,95,CC1CCCN(CCCOc2ccc(Br)cc2Cl)C1 (centres undefined),-7,-5
-26,-1,-2,-1,106,-1,102,0,101,CCN1C(=O)CC(N2CCN(C(c3ccccc3)c3ccccc3)CC2)C1=O (centres undefined),0,-3
1,13,-9,-3,102,-5,105,-1,102,CCC(C)N(C(=O)C(F)(F)F)C(C(=O)NC1CCCCC1)c1ccncc1 (centres undefined),-4,-4
